MT stabilizer = microtubule stabilizers in HeLa cells, primary screen, imaging, high-content imaging; hit rate 0.83% among 200,000; HeLa tubulin immunostaining HCS, 24 h; share of cells brighter than vehicle mean+2SD; % tubulin-high responders, % at 10 µM;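 active = plate Z-score above 3 for both tubulin-high and condensed-nucleus cell shares, with cell loss under 80%, at 10 µM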;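 also: anti alpha tubulin signal scored within the nucleus-defined area of each cell; some results filed as inactive read as strong as hits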
Dynein transport = inhibitors of GR-EGFP nuclear translocation, primary screen, dynein cargo transport inhibitor project, imaging, high-content, 3617.4 mouse cells; test concentration mostly 20 µM; stimulated with dexamethasone, 1 µM; stronger effect = lower value; z-score, hits read low; hit rate 0.47% among 220,000; AID 1381, 2008;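 active = plate z-score of nuclear minus cytoplasmic receptor signal below a set negative limit, without overly bright fluorescence or cell loss, cut at about -3.5 in these data, passing the limit was not always enough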;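 also: z-score of nuclear minus cytoplasmic ring GR-EGFP intensity difference per well; some compounds called inactive have numbers as strong as hits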
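Buffer or medium: Induction medium lacking tetracycline, stripped serum | Also added: Dexamethasone agonist, 1.0 µM final, for 30 min | Timing: 48 h induction, 1 h compound, 30 min dex at 37 °C | Detection: Formaldehyde fixation, Hoechst nuclear stain, 10x automated fluorescence imaging | Measure: Nuclear versus cytoplasmic GR-EGFP signal, averaged per well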
NOD2 inhibition = NOD2 signaling inhibitors, cell-based, luminescence, uHTS, HEK293 (AID 1566) | HEK293 NOD2/NF-kB luciferase reporter, luminescence; higher % means a stronger effect | inhibition, % at 4 µM, or EC50 in µM where a hit was titrated | hit rate 0.63% among 290,000; in the data active = inhibition above about 50%; also: many of its hits are not listed in these tables
bCat nuc transl = modulators of beta-catenin nuclear translocation, primary screen, imaging, HeLa cells, immunofluorescence, high-content. nuclear translocation activity, % at 5 µM. hit rate 0.3% among 190,000;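 active = nuclear translocation activity above 50% at 5 µM, with a well cell count of 50 or more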;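 also: per-cell ratio of nuclear to cytoplasmic median beta-catenin stain intensity; plate controls were DMSO negative control for no effect and GSK-3 inhibitor IX positive control for full effect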
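System: Human HeLa cells, endogenous beta-catenin | Compound dosing: 5 µM primary, 0.02–20 µM confirmation | Timing: 24 h compound exposure at 37°C, 5% CO2 | Measured by: Fluorescence imaging of beta-catenin antibody stain plus DAPI | Read-out basis: % activation of per-cell nuclear versus cytoplasmic median beta-catenin signal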
Insulin prom up = insulin promoter activators in MIN6 cells, imaging, high-content screening, mouse beta cells. MIN6 insulin promoter-GFP reporter; stronger effect = higher value. z-score at 5 µM. hit rate 0.3% among 190,000;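 active = z-score above 3 at 5 µM with at least 500 cells counted in the well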
Autophagy HCS = autophagy modulators in MEF cells, primary screen, imaging, high-content, MEF GFP-LC3; hit rate 0.98% among 190,000; AID 463193, 2010; calls only at 10 µM (by protocol); MEF GFP-LC3 puncta imaging; test concentration mostly 10 µM;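 active = percentage of spot-positive cells more than 3 SD above its plate mean, without a fluorescence outlier flag or 80% toxicity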;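 also: spot-positive cell cutoff set from DMSO-treated cells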
P. falciparum M17LAP = P. falciparum M17LAP inhibitors, primary screen, biochemical, fluorogenic H-Leu-NHMec substrate, 1536-well (AID 1619); recombinant M17LAP, H-Leu-NHMec fluorogenic kinetic assay; higher % means a stronger effect; inhibition, % at 30 µM, or IC50 in µM where a hit was titrated; hit rate 0.38% among 220,000;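 active = compound inhibiting the enzyme by more than half at any dose during confirmatory dose-response retesting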;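 also: plate controls were full reaction with DMSO carrier for no effect and no enzyme background for full effect; strong numbers were not always called active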
Yfh1-off respiration = enhancers of respiration in Yfh1-depleted yeast, dose response, Friedreich's ataxia, plus single-dose screen (AID 1465). S. cerevisiae Yfh1-off respiration, WST-1 reduction, 72 h; higher fold induction means a stronger effect. fold induction at 50 µM, or EC50 in µM where a hit was titrated. hit rate 0.074% among 220,000;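 active = fold induction of absorbance versus untreated yeast above a set limit, then at least 30% activation at any dose in follow-up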;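 also: activators that raise dye reduction in frataxin-depleted yeast; strong numbers were not always called active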
NOD1 inhibition = NOD1 signaling inhibitors, primary screen, cell-based, luminescence, uHTS (AID 1578) | NOD1-driven NF-kB luciferase reporter cells, luminescence; higher % means a stronger effect | hit rate 1% among 290,000 | inhibition, % at 4 µM; hits with a dose series show EC50 in µM; in the data active = inhibition mostly above about 36%, no sharp cut-off; inactive = mostly below about 34%;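 also: HEK-293T reporter cells stimulated with the NOD1 agonist gamma-tri-DAP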
Dynein transport cytoplasmic EGFP = second read-out of Dynein transport, no call of its own (marks repeat the call); z-score; measured here: cytoplasmic GR-EGFP intensity; stronger effect = higher value
Dynein transport nuclear GR-EGFP = second read-out of Dynein transport, no call of its own (marks repeat the call); z-score; measured here: nuclear GR-EGFP intensity;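 lower value marks the stronger effect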
Dynein transport cell count = further read-out of Dynein transport, marked with its call; z-score; measured here: cell count per field
Insulin prom up cell count = recorded beside Insulin prom up, whose call it bears; cell count; measured here: cytotoxicity, nuclei count;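 total cells summed across four imaged fields per well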
bCat nuc transl cell count 5 µM = also measured in bCat nuc transl; calls as there; cell count; measured here: cell count, cytotoxicity flag
MT stabilizer Hoechst-high % = recorded beside MT stabilizer, whose call it bears; % Hoechst-high responders; measured here: nuclear condensation Hoechst responders;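 share of cells brighter than vehicle mean plus two SD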
MT stabilizer cytotoxicity % = second read-out of MT stabilizer, no call of its own (marks repeat the call); toxicity, %; measured here: cytotoxicity by cell density;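 0% = mean cell density of plate MIN control wells and 100% = no cells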
Autophagy HCS cell loss 18 h = also measured in Autophagy HCS; calls as there; toxicity, %; measured here: cell loss, nuclei count;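 cell loss after 18 h compound exposure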
Active calls of the source: *; i = inactive; nt = not tested or not shown. These rows are one share of the data; the hit share may differ from the screen's.

Results follow in this order: MT stabilizer	MT stabilizer Hoechst-high %	MT stabilizer cytotoxicity %	Dynein transport	Dynein transport cytoplasmic EGFP	Dynein transport nuclear GR-EGFP	Dynein transport cell count	NOD2 inhibition	bCat nuc transl	bCat nuc transl cell count 5 µM	Insulin prom up	Insulin prom up cell count	Autophagy HCS	Autophagy HCS cell loss 18 h	P. falciparum M17LAP	Yfh1-off respiration	NOD1 inhibition
- CC(C)[C@H](NC(=O)NCCc1ccc(Cl)cc1)C(=O)O
 : 5.5	2.1	13	0.4	-0.23	0.53	0.087	5%	-5.2	997	-0.03	1157	i	2	29%	i	-12%
- CCn1c(=O)cc(OCC(=O)NCCCN2CC(C)CC(C)C2)c2ccccc21 (stereo not given)
 : 3.5	1.8	0.6	-0.53	-0.25	-0.4	0.51	-22%	nt	nt	0.35	1360	i	-4	0%	i	-17%
- CC(C)(C)NC(=O)C1CCCN(S(=O)(=O)c2cccc3cccnc23)C1 (stereo not given)
 : 2.0	3.3	3.4	-0.14	-0.012	0.16	-0.56	2%	nt	nt	0.29	934	i	6	-4%	i	-17%
- CCc1ccccc1NC(=O)C(CC)Sc1nc2cc3c(cc2c(=O)n1Cc1ccco1)OCO3 (stereo not given)
 : 2.8	2.1	3.4	-0.14	1.3	0.92	-1.6	17%	-0.1	1036	-0.37	1776	i	1	4%	i	3%
- O=C1CC(N2CCc3ccccc32)C(=O)N1c1ccc(F)cc1 (stereo not given)
 : 2.4	2.3	2.8	-0.84	-0.32	-0.13	0.94	13%	-0.3	1547	nt	nt	i	10	4%	i	-34%
- CCCCCCCC(=O)N/N=C(\C)c1cccnc1
 : 2.0	1.5	5.3	0.92	-0.25	0.81	-0.07	18%	-1.8	1191	-0.26	1180	i	6	11%	i	8%
- Cc1sc(NC(=O)C2CC(Cl)=CCC2C(=O)O)c(C#N)c1C (stereo not given)
 : 4.1	1.7	4.1	-0.029	-0.33	-0.59	0.94	24%	-1.8	1141	-0.65	1252	i	-9	1.7µM*	i	-39%
- NC(=O)C(c1ccc(Cl)cc1)c1ncc(C(F)(F)F)cc1Cl (stereo not given)
 : 1.5	1.0	6.8	-0.84	-0.21	-0.67	0.94	9%	nt	nt	nt	nt	i	-1	4%	i	9%
- Cn1c(Cn2c(=O)sc3ccccc32)nnc1SCC(N)=O
 : 4.0	2.9	6.1	0.081	-0.053	0.41	-1.8	12%	-3.9	1160	-0.1	1224	i	10	-8%	i	-19%
- Clc1ccccc1Cc1noc(CN2CCN(c3cnccn3)CC2)n1
 : 3.0	2.2	1.7	0.2	-0.26	0.4	-0.54	nt	0.1	981	0.06	1429	i	23	3%	i	nt
- Cc1ccc(OCCn2cnc(Cl)c2Cl)cc1
 : 0.8	1.3	6.9	-1.1	-0.29	-0.59	0.12	-6%	0.7	1590	0.02	1272	i	-4	1%	i	-29%
- O=S(=O)(Nc1ncccc1O)c1ccc(Cl)cc1
 : 2.6	2.5	20	-0.11	-0.3	0.071	-0.089	17%	-1.5	1191	0.87	1205	i	-2	6%	i	-1%
- CCn1nc(C)c(Br)c1-c1nc(-c2cccc(C)c2)no1
 : nt	nt	nt	0.56	-0.28	-0.072	0.11	12%	0.5	1174	-0.31	1361	nt	nt	1%	i	-15%
- CCC(c1nnnn1Cc1ccco1)N1CCN(c2cc(Cl)ccc2C)CC1 (stereo not given)
 : 2.1	2.4	9.0	0.11	-0.22	0.23	-0.051	-62%	-0.7	1070	0.21	1294	i	11	4%	nt	-31%
- Nc1cc(=O)[nH]c(SCC(=O)Nc2cc(S(=O)(=O)N3CCOCC3)ccc2Cl)n1
 : 1.8	2.9	5.6	-0.35	-0.38	0.2	0.02	-7%	0.6	1137	1	960	i	-2	1%	i	-29%
- CCOC(=O)c1cc(-c2ccc(OC)cc2)nc2c1c(C)nn2CCC(N)=S
 : 2.1	2.8	5.9	-0.083	-0.2	-0.43	0.14	1%	-1.3	1132	-2.5	1018	i	1	2%	i	-29%
- CCCc1cc(=O)oc2cc(C)cc(OC(=O)c3ccco3)c12
 : 4.7	2.0	5.4	-1.3	-0.18	-0.54	0.56	2%	nt	nt	-1.1	1235	i	4	14%	i	-2%
- Cc1cc(OCCN2CCCC2)cc(C(C)C)c1
 : 1.3	3.7	8.1	-0.72	-0.23	-0.78	1.2	0%	-0.7	992	-0.11	1242	i	-9	0%	i	-37%
- COc1ccc(NC(=O)CC2C(=O)N(c3ccc(OC)cc3)C(=O)N2Cc2ccc(OC)c(OC)c2)cc1 (stereo not given)
 : 3.6	2.5	9.4	-1.2	-0.2	-0.14	1.3	1%	-2.9	1056	-0.43	1663	i	-5	1%	i	-24%
- O=C(COC(=O)c1ccc(F)cc1)NCCc1ccc(F)cc1
 : 4.2	3.1	7.4	-0.95	-0.33	-0.093	1.2	-10%	-0.8	1148	-0.19	1209	i	15	-2%	i	-6%
- Cc1ccc(/C(O)=C/c2nc3cc(C)ccc3oc2=O)cc1
 : nt	nt	nt	0.32	-0.3	-0.26	0.64	-4%	-1.9	1288	0.67	958	nt	nt	2%	i	-2%
- C1CNCCOCCNCCN1
 : 1.7	1.7	6.3	-1	-0.2	-0.5	0.8	15%	-0.2	1338	-1.2	1553	i	-2	-3%	i	-17%
- CC(C)COc1ccccc1C(=O)NC(CO)C(=O)O (stereo not given)
 : 1.7	1.5	6.9	-0.39	0.037	0.22	0.22	4%	-3.2	1094	0.92	786	i	-11	3%	i	11%
- COc1ccc(NC(=O)CCN2CCCC2)c(OC)c1
 : 4.6	2.2	7.2	-0.081	0.072	0.4	0.38	4%	3.7	499	nt	nt	i	-14	-17%	i	-11%
- N/C(Cc1ccc(Cl)cc1Cl)=N\OC(=O)Cc1ccccc1
 : 1.0	1.5	9.7	0.86	-0.27	0.39	-0.42	-14%	-2.6	1126	-0.37	1630	i	33	2%	i	-11%
- CC(C)(C)NC(=O)COC(=O)CCC(=O)c1ccc(Cl)cc1
 : 2.6	1.5	1.7	0.065	-0.092	0.14	-0.071	17%	0.4	1058	0.23	1157	i	-4	2%	i	-12%
- COC(=O)NNC(=O)c1ccc(C)cc1
 : 2.3	2.9	8.3	0.25	-0.14	0.25	0.34	4%	1.2	1233	-0.56	1176	i	3	5%	i	-24%
- CCn1c(=N)c(S(=O)(=O)c2ccc(C)cc2)cc2c(=O)n3ccccc3nc21
 : 3.3	3.0	4.8	-0.38	-0.15	-0.24	-0.39	6%	-0.7	1642	-0.34	1013	i	-3	-7%	i	-35%
- CC1CCCC(NC(=O)c2cccc(N3CCCC3=O)c2)C1C (stereo not given)
 : 3.2	1.8	2.3	2.1	-0.087	1.6	-1.7	-25%	-2.2	1078	0.09	1150	i	18	-10%	i	-55%
- CC1CCN(C(=O)N[C@@H](Cc2ccccc2)C(=O)O)CC1
 : 4.6	2.7	4.4	-0.48	-0.23	-0.05	1.5	12%	-5.8	1024	-0.27	1381	i	-4	38%	i	10%
- COC(=O)N/N=C(\C)c1ccc(Br)cc1
 : 1.1	1.5	10.0	-0.085	-0.16	0.078	0.4	8%	-2.1	1212	nt	nt	i	-3	0%	i	-11%
- Cc1ccc(NC(=S)Nc2c(C)n(C)n(-c3ccccc3)c2=O)cc1Cl
 : 4.3	2.5	6.3	-1.5	-0.31	-0.31	1.5	14%	-0.1	965	-0.11	1215	i	-8	2%	i	-10%
- CCN(CC)CCN(C(=O)C1=COCCO1)c1nc2cc3c(cc2s1)OCO3
 : 4.7	1.9	7.9	0.27	0.72	0.43	-0.32	4%	1.4	1039	-0.53	1302	i	2	1%	i	-22%
- COc1ccc(C(=O)Cn2nnc(-c3ccccc3F)n2)cc1
 : 5.6	1.5	5.2	-0.86	-0.48	-0.32	0.75	-4%	-1.6	1113	0.24	1109	i	5	-3%	i	-49%
- COC(=O)N/N=C(\C)c1cccc(C(F)(F)F)c1
 : 2.0	2.0	1.9	-1	-0.18	-0.58	0.81	-21%	3.4	1158	-0.89	1279	i	13	2%	i	-38%
- Fc1ccccc1-c1nc2ncccc2o1
 : 1.9	1.0	3.3	-0.45	-0.28	-0.28	0.26	-22%	-0.3	998	-1.5	1531	i	0	10%	i	-31%
- CC(NCc1ccccc1O)c1ccccc1 (stereo not given)
 : 2.0	2.5	6.1	0.41	-0.33	0.48	-0.059	-12%	-4.8	1073	0.87	1299	i	-2	0%	i	-41%
- CCC(=O)Nc1cccc(NC(=S)NC(=O)c2ccccc2Cl)c1
 : 0.6	1.2	8.3	-0.44	-0.2	-0.62	0.51	-15%	-1.9	1310	-0.18	1653	i	30	-2%	i	4%
- Cc1[nH]n(-c2ccccc2)c(=O)c1C=NCc1ccncc1
 : nt	nt	nt	0.063	-0.26	-0.076	0.093	1%	-0.8	1387	0.19	1006	nt	nt	16%	i	1%
- CCOc1ccc(Nc2nnc(Cc3ccc(OC)cc3)c(=O)[nH]2)cc1
 : 1.9	2.6	8.4	-0.47	-0.35	-0.28	1.5	8%	-0.2	1102	0.86	1218	i	5	-1%	i	-13%
